Source: PubChem BioAssay
CXCR6 block = inhibitors of human CXCR6 receptor; O00574; inhibition, % at 20 µM; CHO-K1 PathHunter CXCR6 beta-arrestin, luminescence; AID 602244; actives 0.36% (n = 360,000); in the data active = inhibition above about 34%, passing the limit was not always enough;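 note: antagonist mode with CXCL16 agonist at 10 nM final; 0% = 10 nM CXCL16 with DMSO and 100% = unstimulated wells without agonist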
697 NFkB inh = lowers PMA/ionomycin-induced NF-kB signal in 697 B cells | AID 435022 | 697 B-cell NF-kB luciferase reporter, 16 h | actives 0.33% (n = 330,000) | inhibition, % at 4 µM; in the data active = inhibition above about 35%
Gli-Sufu block = blocks Gli-Sufu signaling in a luciferase reporter; Sufu-KO-LIGHT fibroblasts, Gli luciferase reporter luminescence; inhibition, % at 5 µM; actives 0.74% (n = 340,000);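 active = inhibition above about 55%, limit read from the data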;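 note: 0% = DMSO-treated cells and 100% = wells with medium but no cells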
UBC13 inh = blocks human UBC13 polyubiquitin chain formation. P61088. TR-FRET. inhibition, % at 20 µM. actives 0.47% (n = 330,000); in the data active = inhibition above about 45%, passing the limit was not always enough
Target sequence (P61088 whole entry, looked up): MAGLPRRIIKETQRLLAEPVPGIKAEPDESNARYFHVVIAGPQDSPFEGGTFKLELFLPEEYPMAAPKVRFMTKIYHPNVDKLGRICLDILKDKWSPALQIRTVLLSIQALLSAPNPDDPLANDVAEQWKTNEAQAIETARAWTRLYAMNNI
CCR6 antag = antagonists of human CCR6 receptor; P51684; CHO-K1 CCR6 PathHunter beta-arrestin, luminescence, CCL20-stimulated; inhibition, % at 20 µM; actives 0.49% (n = 340,000);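 active = compounds whose inhibition of the agonist-driven luminescence signal at 20 µM reaches about 50%, limit read from the data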;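 note: cells stimulated with CCL20 at 14 nM final; plate controls were DMSO with CCL20 for no effect and DMSO without agonist for full effect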
Target sequence (P51684 whole entry, looked up): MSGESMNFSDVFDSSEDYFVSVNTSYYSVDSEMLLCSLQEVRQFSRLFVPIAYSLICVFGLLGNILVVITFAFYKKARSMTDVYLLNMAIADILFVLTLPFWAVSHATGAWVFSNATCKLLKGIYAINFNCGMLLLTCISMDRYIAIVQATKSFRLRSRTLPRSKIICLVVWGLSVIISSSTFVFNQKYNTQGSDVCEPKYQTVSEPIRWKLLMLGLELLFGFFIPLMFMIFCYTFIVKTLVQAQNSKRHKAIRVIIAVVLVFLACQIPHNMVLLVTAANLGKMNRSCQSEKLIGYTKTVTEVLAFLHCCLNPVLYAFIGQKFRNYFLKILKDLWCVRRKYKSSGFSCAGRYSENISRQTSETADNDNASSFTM
EBI2 block = antagonists of human EBI2 receptor. P32249. EBI2 beta-arrestin recruitment, luminescence, 7a,25-OHC stimulated. inhibition, % at 5 µM. actives 0.81% (n = 360,000). AID 651636; in the data active = inhibition above about 38%;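 note: enzyme fragment complementation signal reports receptor beta-arrestin coupling in cells; 0% = agonist plus DMSO wells and 100% = wells without agonist; some results beyond the cut were filed as inactive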
Jurkat NFkB inh = lowers PMA/ionomycin-induced NF-kB signal in Jurkat cells. PMA/ionomycin-induced NF-kB luciferase reporter, luminescence. inhibition, % at 4 µM. actives 0.53% (n = 330,000); in the data active = inhibition above about 50%
APJ antagonist = antagonists of human APJ apelin receptor; AID 2521; P35414; inhibition, % at 20 µM; CHO-K1 APJ beta-arrestin complementation, luminescence; actives 0.32% (n = 330,000);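 active = inhibition above about 40% at 20 µM, limit read from the data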;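 note: cells challenged with 10 nM apelin-13 agonist together with compound; plate controls were apelin-13 plus DMSO wells for no effect and DMSO wells lacking apelin-13 for full effect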
Target sequence (P35414 whole entry, looked up): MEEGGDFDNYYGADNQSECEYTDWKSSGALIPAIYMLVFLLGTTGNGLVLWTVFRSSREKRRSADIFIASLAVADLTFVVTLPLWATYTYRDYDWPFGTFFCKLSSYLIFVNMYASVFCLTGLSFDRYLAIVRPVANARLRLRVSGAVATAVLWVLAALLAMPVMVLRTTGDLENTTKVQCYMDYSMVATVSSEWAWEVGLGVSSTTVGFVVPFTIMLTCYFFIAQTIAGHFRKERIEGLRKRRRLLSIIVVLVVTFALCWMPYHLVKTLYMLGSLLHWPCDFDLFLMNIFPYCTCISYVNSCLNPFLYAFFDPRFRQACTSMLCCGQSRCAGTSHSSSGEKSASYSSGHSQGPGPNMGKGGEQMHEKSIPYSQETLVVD
Numbers without * were called inactive; . = not tested or not shown.

SMILES	CXCR6 block	697 NFkB inh	Gli-Sufu block	UBC13 inh	CCR6 antag	EBI2 block	Jurkat NFkB inh	APJ antagonist
Cc1cccc(NC(=O)c2ccc(N3C(=O)C4C5C=CC(C6CC56)C4C3=O)cc2)c1 (stereo unspecified)	-1	-86	7	2	2	12	-34	-19
O=C(Nc1ccc(S(=O)(=O)N2CCCCCC2)cc1)c1[nH]ncc1[N+](=O)[O-]	2	-50	.	-19	.	-9	-25	5
CCn1c(=O)c2c(nc(SCC(=O)N3CCC(C)CC3)n2C)n(C)c1=O	-4	8	4	-6	10	0	17	6
O=[N+]([O-])c1ccc(C(O)CN2CCN(C/C=C/c3ccccc3)CC2)cc1 (stereo unspecified)	0	-8	3	0	7	-5	-6	-11
COc1ccc(Cl)cc1NC(=O)CN(C)C(=O)c1n[nH]c2ccccc12	1	-18	5	6	1	-2	6	8
S=C(NCc1ccccn1)Nc1cccc(Cl)c1	3	-34	-12	1	1	-10	-22	6
Cc1ccc(C2=NN(CC(=O)O)C(=O)CC2)cc1	-4	3	4	3	-4	-1	14	14
CCCC(=O)N1CCCC(c2nc(-c3cccs3)no2)C1 (stereo unspecified)	-2	11	-26	1	7	2	-6	11
CN(C)C(=S)Nc1cccc(F)c1	-2	5	-1	7	9	-8	0	6
O=C(CNCc1ccc(Cl)cc1)Nc1ccc2c(c1)OCCO2	-6	-5	2	2	-2	-3	4	8
CC(=O)c1ccc(OCC(=O)OCC(=O)N(CC(C)C)c2c(N)n(Cc3ccccc3)c(=O)[nH]c2=O)cc1	12	3	-4	-4	11	7	-6	-31
Cc1ccc(NC(=O)CN(C)C(=O)c2cc(C)on2)cc1	0	18	-8	8	0	-5	8	22
c1ccn2cc(CSc3nnc4ccccn34)nc2c1	-6	-143	-41	-7	5	-11	-81	-12
Oc1cccc(Nc2nc(-c3ccccc3Cl)nc3ccccc23)c1	4	9	-12	0	6	-21	-2	0
Cc1ccc(NC(=O)Cn2cc(C=O)c3ccccc32)cc1C	-5	-3	13	8	12	0	9	-6
CCCC(C)C(=O)Nc1ccc(Cl)cc1Cl (stereo unspecified)	4	-5	0	5	22	-3	-4	6
O=C(Cn1cc2c(n1)CCCC2)NCCCN1CCCC1	-7	10	4	15	-2	4	1	-20
CCC(C)C(NC(=O)OCc1ccccc1)C(=O)OCN1C(=O)c2ccccc2C1=O (stereo unspecified)	0	7	-6	2	4	6	-7	2
OCC1CCCN(C(=S)Nc2ccc(Nc3ccccc3)cc2)C1 (stereo unspecified)	-2	-32	-18	2	3	4	-19	-16
Cc1cccc(OCC(O)CN2CCNCC2)c1 (stereo unspecified)	9	-5	9	-7	0	-10	-14	9
CCCc1nnc(NC(=O)CS(=O)(=O)c2ccc(C)cc2)s1	2	9	-4	-1	3	-2	-24	-16
O=C(CN1C(=O)C2CC=CCC2C1=O)OCc1cc(=O)n2cc(Br)ccc2n1 (stereo unspecified)	-2	0	-4	-6	0	-2	8	10
COc1ccc(/C=N/Nc2nc(N)cc(Cl)n2)cc1OC	-12	22	-21	22	-5	0	7	-2
CC(C)n1c(=S)[nH]c2c1c(=O)[nH]c(=O)n2C	-6	9	-32	5	-2	-18	9	-7

For convenience, three of the compounds above.
SMILES	CXCR6 block	697 NFkB inh	Gli-Sufu block	UBC13 inh	CCR6 antag	EBI2 block	Jurkat NFkB inh	APJ antagonist
c1ccn2cc(CSc3nnc4ccccn34)nc2c1	-6	-143	-41	-7	5	-11	-81	-12
Oc1cccc(Nc2nc(-c3ccccc3Cl)nc3ccccc23)c1	4	9	-12	0	6	-21	-2	0
Cc1ccc(NC(=O)Cn2cc(C=O)c3ccccc32)cc1C	-5	-3	13	8	12	0	9	-6

Other compounds follow.
SMILES	CXCR6 block	697 NFkB inh	Gli-Sufu block	UBC13 inh	CCR6 antag	EBI2 block	Jurkat NFkB inh	APJ antagonist
COC1=CC2(O)CCCC2=CC1=O (stereo unspecified)	0	-8	5	-13	-4	-5	11	3
Cc1cccc(NC(=S)NC2CC3CCCC(C2)N3CC(C)C)c1C (stereo unspecified)	-5	-1	6	4	13	-4	1	4
O=C(COC(=O)CCNS(=O)(=O)c1ccccc1)NC1CC1	1	-12	0	-1	-2	-11	-23	-5
O=C(N/N=C/c1ccccc1)c1[nH]c2ccc(Br)cc2c1-c1ccccc1	-2	34	46	-5	-13	10	58*	7
COCCn1nnnc1C(c1ccc(C)cc1)N1CCN(Cc2ccc3c(c2)OCO3)CC1 (stereo unspecified)	-12	.	-7	.	1	-6	.	.
CC1(C(=O)NCCN2CCOCC2)C=CC2(CCCCC2)N1C(=O)c1ccccc1 (stereo unspecified)	-2	-37	-7	-2	-2	-13	-23	-1
COc1cc(CN(C(=S)NCC(=O)N2CCCC2)C2CCCC2)cc(OC)c1OC	-5	0	2	-12	-2	-4	-1	-13
CCOC(=O)C1CCCN(C(=O)c2ccc(Cl)cc2)C1 (stereo unspecified)	-2	8	9	2	-3	-4	-5	-17
Oc1nc(-c2ccc(Br)cc2)n2ccncc12	-2	3	6	-28	-6	-12	15	1
Cc1cccc(C(=O)OCC(=O)N2CCCCCC2)c1O	4	-15	-15	11	12	0	-29	4
CC(C)c1ccc(NC2CCCN(C(=O)c3cccc4nccnc34)C2)cc1 (stereo unspecified)	11	-14	1	-8	-7	-14	13	14
CCOCC(=O)Nc1cc(S(=O)(=O)N2CCOCC2)ccc1N1CCCCC1	-6	-16	7	5	8	6	2	6
COc1ccc(OC)c(C(=O)NC(CC(N)=O)c2ccc(N3CCC(N4CCCCC4)CC3)c([N+](=O)[O-])c2)c1 (stereo unspecified)	-2	-12	11	4	4	-6	-17	-57
Cc1ccc(-n2ncc3c(=O)n(CC(=O)N4CCCCCC4)cnc32)cc1	-11	5	13	-10	14	4	2	6
COc1ccc2c(C)cc(SCC(=O)NC3CCCCC3)nc2c1	-4	11	8	37	8	12	1	1
O=[N+]([O-])c1ccc(SCc2ccco2)cc1N1CCOCC1	0	-18	6	12	22	17	-5	4
CNC(=O)/C(C#N)=C/c1c(N2CCN(c3ccc(OC)cc3)CC2)nc2c(C)cccn2c1=O	1	8	17	5	16	11	8	-3
COCCNc1nc(N)c([N+](=O)[O-])c(N2CCCCCC2)n1	-9	15	4	-1	9	17	6	7
CCOC(=O)c1cccnc1SCC(=O)N(CC)c1cccc(C)c1	1	20	3	10	0	3	-18	11
Oc1c(CN2CCc3ccccc3C2)cc(Cl)c2cccnc12	14	-23	-1	28	24	22	3	-73
O=C1CC(SCc2nc3ccccc3[nH]2)C(=O)N1c1ccc(F)c(Cl)c1 (stereo unspecified)	1	-25	5	-25	4	-17	-11	18
CCN1CCN(S(=O)(=O)c2ccc(Cl)c(C(=O)Nc3ccccc3N3CCOCC3)c2)CC1	-1	5	-1	-6	14	3	1	-20
CC1COC(C)(CC(=O)NN2C(=O)c3ccccc3C2=O)O1 (stereo unspecified)	-5	11	4	-2	5	-2	-6	19
CN(C)Cc1c(-c2ccc(Cl)cc2)nc2ccc(Cl)cn12	7	-4	15	3	26	3	17	21
O=C(N/N=C/C(Cl)=C/c1ccccc1)c1ccc2c(c1)OCO2	-8	2	-12	-4	4	13	5	4
CC(=O)N1CCN(c2ccc(NCc3ccc(C)s3)cc2)CC1	-5	0	-13	2	-9	5	2	7
CC1CCCC(NC(=O)CCC(=O)N2CCOc3ccccc32)C1C (stereo unspecified)	4	-13	8	3	6	-1	-6	8
CCc1cc(Cn2nc(-c3ccccc3)cc2C(=O)NCC2CC2)on1	-3	6	-21	-1	15	2	8	-4
Cc1ccc(-c2cc(N)n(-c3ccc(C)cc3)n2)cc1	0	-52	-63	-1	-5	1	-40	12
CCCCC(C(=O)NC1CCCC1)N(Cc1ccccc1)C(=O)c1snc(C(N)=O)c1N (stereo unspecified)	3	3	3	14	11	28	10	-8
O=C(NCCc1ccc(F)cc1)C1CCCO1 (stereo unspecified)	4	0	-7	-4	0	2	3	17
CCCNc1ncnc2[nH]ncc12	7	.	7	.	2	2	.	.
C=CCNC(=S)NNC(=O)c1ccccc1	-5	7	-2	0	13	-13	-4	1
CN(C)S(=O)(=O)c1cccc(C(=O)NC(=S)N(CCC#N)Cc2cccnc2)c1	-2	-1	-11	-17	0	-4	-9	-15
COCCC(=O)N1CCC(Oc2ccc(C(=O)NCCSC)cc2)CC1	2	-1	-3	-10	-20	-9	-11	-7
Cc1c(NC(=O)Nc2ccc3c(c2)OCO3)c(=O)n(-c2ccccc2)n1C	-7	18	1	7	5	-5	4	-9

Full records as entered above. Values in the order: CXCR6 block, 697 NFkB inh, Gli-Sufu block, UBC13 inh, CCR6 antag, EBI2 block, Jurkat NFkB inh, APJ antagonist
CC1CCCC(NC(=O)CCC(=O)N2CCOc3ccccc32)C1C (stereo unspecified) is listed with 4, -13, 8, 3, 6, -1, -6, 8
Cc1ccc(-c2cc(N)n(-c3ccc(C)cc3)n2)cc1 is listed with 0, -52, -63, -1, -5, 1, -40, 12
O=C(NCCc1ccc(F)cc1)C1CCCO1 (stereo unspecified) is listed with 4, 0, -7, -4, 0, 2, 3, 17

Remaining list, next part:
SMILES	CXCR6 block	697 NFkB inh	Gli-Sufu block	UBC13 inh	CCR6 antag	EBI2 block	Jurkat NFkB inh	APJ antagonist
CCOC(=O)c1ccc(NC(=O)C(=O)NCCc2ccc(OC)cc2)cc1	16	18	5	1	10	5	2	-1
O=C(CN(CC1CCCO1)C(=O)CNS(=O)(=O)c1ccc(F)cc1)NCc1ccc(F)cc1 (stereo unspecified)	4	-2	13	0	15	2	-12	24
Cc1[nH]c(=O)[nH]c(=O)c1/C=N/NC(=O)CCCCCNC(=O)OC(C)(C)C	-1	13	-5	-1	6	-8	6	-2
O=S(=O)(NCC1CCCO1)c1ccc2c(c1)OCCO2 (stereo unspecified)	-16	16	-6	5	0	0	-2	13
O=C(Cc1cccs1)NCCn1ccc2ccccc21	4	-3	2	10	12	-4	-11	15
O=C(NC1CCCC1)C1CC(=O)N(CCc2ccccc2)C1 (stereo unspecified)	4	11	-73	2	2	-10	12	10
Cn1cc(S(=O)(=O)NC[C@H]2O[C@@H](n3cnc4c(N)ncnc43)[C@H](O)[C@@H]2O)cn1	2	-7	-8	.	5	-11	.	.
CC1SCC(=NOCc2ccccc2)CS1 (stereo unspecified)	8	-27	-42	4	-6	8	-12	-3
CCOC(=O)C1C(=O)Nc2nc3ccccc3n2C1C(C)C (stereo unspecified)	-4	14	4	-3	0	-2	-4	-10
Cc1ccc(/C=N/NC(=O)c2cccc3ccccc23)o1	4	-6	7	2	0	3	2	13
Cc1ccc(S(=O)(=O)Nc2cccc(NC(=O)CN3CCCCC3)c2)cc1	-13	-15	-3	-4	2	-7	6	-26
C=CCn1c(C)cc(C(=O)COc2nncc3ccccc23)c1C	1	-93	-34	-3	16	-5	-37	3
CC(=O)Nc1ccc(CN2CCN(C3CCCCC3)C(CCO)C2)cc1 (stereo unspecified)	3	21	3	24	-1	-2	11	3
CC1(C)CC(=O)C(N=Nc2cc(C(F)(F)F)ccc2Cl)=C(O)C1	8	6	5	-10	30	-5	14	15
COCCn1c(SCC(=O)NCCCN2CCCC2=O)nc2ccccc2c1=O	4	13	-1	2	8	2	5	6
Cc1ccc(NCC(=O)Nc2cccc(S(=O)(=O)N(C)C)c2)c(Cl)c1	3	-7	2	4	5	4	5	3
COc1ccc(CCN=C(N)NS(=O)(=O)c2cc(F)ccc2OC)cc1	6	17	8	1	2	-8	5	-2
CCN1CCN(c2ncnc3c2sc(=S)n3-c2ccccc2)CC1	-2	13	6	-10	15	3	9	-57
CC(C)=CC(=O)Nc1ccc(Cl)cc1	-2	-90	-83	4	-3	-5	-88	6
CC1CN(C(=S)Nc2ccc(S(N)(=O)=O)cc2)CC(C)O1 (stereo unspecified)	14	18	1	-4	-7	11	-14	-11
CC(=O)n1cc([C@@H]2C=C(C(=O)Nc3ccccc3)O[C@H](OCCCCO)C2)c2ccccc21	2	10	7	22	9	8	11	-73
COc1cc(NC(C)=O)c2ncccc2c1NC(C)=O	-3	12	-4	5	-3	-1	8	-19
O=C(NCc1ccccn1)c1ccc(-c2ccccc2)cc1	-6	2	-42	8	9	-1	-36	-13
COc1cccc(NC(=O)C2(S(=O)(=O)c3ccc(Cl)cc3)CC2)c1	0	-9	4	-11	11	11	-14	27
